# High-throughput results from PubChem.
# TcdB GH inh – TcdB glycohydrolase inhibitors, primary screen, biochemical, single point, plate reader | Toxin B (Clostridioides difficile), P18177 | TcdB glycohydrolase enzymatic assay | inhibition, % at 9.99 µM | hit rate 0.24% among 350,000 | AID 652162, 2013; in the data active = inhibition above about 10%
# * = called active by the depositor. This is a subset; count on the stated rates, not on these rows.
structure | TcdB GH inh
O=C(C1CCCC1)N1CC(=O)N2[C@H](CO)[C@H](c3ccc(C#CCc4ccccc4)cc3)[C@H]2C1 | 0.0
CCC(=O)N1C[C@@H](C)[C@@H](OC)CN(C)C(=O)c2ccc(NC(=O)c3cnccn3)cc2OC[C@H]1C | 0.2
C[C@@H]1CN([C@H](C)CO)C(=O)c2cc(NC(=O)Nc3cccc4ccccc34)ccc2O[C@@H](C)CCCCO[C@@H]1CN(C)Cc1ccncc1 | 0.2
C[C@@H]1CN([C@@H](C)CO)C(=O)CCCn2cc(nn2)CO[C@@H]1CN(C)Cc1ccc(C(=O)Nc2ccccc2N)cc1 | -0.3
Cc1ccccc1-c1ccc([C@H]2[C@H]3CN(C(=O)c4ccccc4)CC(=O)N3[C@H]2CO)cc1 | 0.6
C[C@@H]1CN([C@H](C)CO)S(=O)(=O)c2ccc(C#Cc3cccnc3)cc2O[C@@H]1CN(C)C | 0.4
CCCC#Cc1ccc2c(c1)O[C@@H](CN(C)C(=O)c1ccccn1)[C@@H](C)CN([C@H](C)CO)S2(=O)=O | 2.6
Cn1cnc(S(=O)(=O)N[C@H]2CC[C@@H](CC(=O)Nc3ccc(-c4ccccc4)cc3)O[C@@H]2CO)c1 | 0.8
Cc1noc(C)c1NC(=O)Nc1ccc2c(c1)C(=O)N([C@@H](C)CO)C[C@@H](C)[C@H](CN(C)C(=O)Nc1ccc3c(c1)OCO3)OCCCC[C@H](C)O2 | 0.9
C[C@H](CO)N1C[C@H](C)[C@H](CN(C)Cc2cccc(C(F)(F)F)c2)Oc2ncc(C#CCN(C)C)cc2C1=O | -0.3
CCC(=O)N(C)C[C@H]1Oc2cc(C#CCN(C)C)ccc2S(=O)(=O)N([C@H](C)CO)C[C@H]1C | -0.3
COc1ccc2c3c(n(C)c2c1)[C@@H](CO)N(C(=O)NC1CCCC1)CC31CCN(C(C)=O)CC1 | -2.2
C/C=C/c1ccc2c(c1)O[C@H](CN(C)C(=O)Cc1ccccn1)[C@H](C)CN([C@H](C)CO)S2(=O)=O | -0.4
C[C@@H]1CCCCO[C@H](CN(C)C(=O)Nc2cccc3ccccc23)[C@@H](C)CN([C@@H](C)CO)C(=O)c2cc(NC(=O)Cc3ccccc3)ccc2O1 | 0.3
Cc1ccc(S(=O)(=O)NCC[C@@H]2CC[C@@H](NC(=O)C3CCOCC3)[C@@H](CO)O2)cc1 | -1.3
O=C(Cc1ccncc1)Nc1ccc2c(c1)[C@@H]1C[C@@H](CC(=O)N3CCCCC3)O[C@H](CO)[C@@H]1O2 | -1.7
COc1cccc(NC(=O)N2CC(=O)N3[C@@H](CO)[C@H](c4ccc(C#CC5CCCC5)cc4)[C@@H]3C2)c1 | 1.6
O=C(C[C@@H]1CC[C@H]2[C@@H](COC[C@@H](O)CN2C(=O)c2ccccc2F)O1)N1CCN(c2ccccc2)CC1 | 0.9
C[C@@H]1CN([C@@H](C)CO)C(=O)c2cc(C#CCN(C)C)cnc2O[C@@H]1CN(C)S(=O)(=O)c1cn(C)cn1 | -6.1
CN(C)CC#Cc1ccc([C@@H]2[C@H](CO)N3CCCCN(C(=O)c4ccc5c(c4)OCO5)C[C@@H]23)cc1 | -0.8
O=C(C[C@H]1C[C@H]2c3cc(NC(=O)c4cccnc4)ccc3O[C@H]2[C@H](CO)O1)NCc1cccc(F)c1 | -1.1
C[C@@H]1CCCCO[C@H](CN(C)Cc2ccc(C(F)(F)F)cc2)[C@H](C)CN([C@@H](C)CO)C(=O)c2cc(NC(=O)c3ccccc3)ccc2O1 | 0.1
CO[C@H]1CN(C)C(=O)c2ccc(NS(=O)(=O)CC(F)(F)F)cc2OC[C@@H](C)N(CC2CCCCC2)C[C@H]1C | -0.2
Cc1ccc(S(=O)(=O)N(C)C[C@H]2Oc3ccc(NS(C)(=O)=O)cc3CC(=O)N([C@@H](C)CO)C[C@@H]2C)cc1 | 0.1
O=C(NCCCN1CCOCC1)[C@@H]1[C@@H](CO)[C@@H]2Cn3c(cccc3=O)[C@H]1N2C(=O)NC1CCCC1 | -0.5
CO[C@H]1CN(C)C(=O)c2cc(NC(=O)c3cccc(F)c3)ccc2OC[C@H](C)N(CC2CC2)C[C@@H]1C | 0.4
Cc1ccc(S(=O)(=O)Nc2cccc3c2O[C@H](CN(C)C(=O)Nc2ccc(C(F)(F)F)cc2)[C@@H](C)CN([C@@H](C)CO)C3=O)cc1 | -3.8
O=C(C[C@@H]1CC[C@@H]2[C@H](COC[C@@H](O)CN2Cc2nccs2)O1)NCc1ccc(-c2ccccc2)cc1 | -0.8
Cc1cccc(S(=O)(=O)N2C[C@@H](O)COC[C@@H]3O[C@H](CC(=O)NCc4ccc5c(c4)OCO5)CC[C@H]32)c1 | 1.1
CC(C)C(=O)Nc1ccc2c(c1)C(=O)N(C)[C@H]1CC[C@H](CC(=O)NC3CCCC3)O[C@H]1CO2 | 1.8
Cc1ccc(S(=O)(=O)Nc2ccc3c(c2)C(=O)N([C@@H](C)CO)C[C@@H](C)[C@H](CN(C)Cc2ccncc2)O3)cc1 | -0.4
CO[C@@H]1CN(C)C(=O)c2ccc(NC(C)=O)cc2OC[C@@H](C)N(C(=O)C2CCOCC2)C[C@@H]1C | 1.8
Cc1noc(C)c1NC(=O)N(C)C[C@H]1Oc2c(NC(=O)c3ccc(-c4nccs4)cc3)cccc2C(=O)N([C@H](C)CO)C[C@@H]1C | 0.3
CCNC(=O)C[C@H]1CC[C@@H]2[C@H](COC[C@@H](O)CN2C(=O)C2CCOCC2)O1 | 0.2
C[C@@H]1CN([C@H](C)CO)C(=O)c2cc(NC(=O)Nc3ccc(F)cc3)ccc2O[C@@H]1CN(C)C(=O)Nc1cccc2ccccc12 | 0.6
COCC(=O)Nc1ccc2c(c1)C(=O)N(C)[C@H]1CC[C@@H](CC(=O)NCC(F)(F)F)O[C@H]1CO2 | 0.3
O=C(C[C@H]1CC[C@@H]2[C@H](COC[C@@H](O)CN2Cc2ccc(F)cc2)O1)NCc1ccccc1Cl | -0.1
CC(C)NC(=O)N(C)C[C@@H]1Oc2ccc(NC(=O)Nc3ccc4c(c3)OCO4)cc2CC(=O)N([C@@H](C)CO)C[C@H]1C | -0.2
Cc1noc(C)c1S(=O)(=O)N(C)C[C@H]1OCCCC[C@@H](C)Oc2ccc(NC(=O)Nc3cccc4ccccc34)cc2C(=O)N([C@H](C)CO)C[C@@H]1C | 1.7
C[C@H]1CCCCO[C@H](CN(C)C(=O)C2CCCCC2)[C@@H](C)CN([C@@H](C)CO)C(=O)c2cc(NC(=O)Nc3cccc4ccccc34)ccc2O1 | -0.4

C[C@H](O)C#Cc1ccc2c(c1)O[C@@H](CN(C)C(=O)CN(C)C)[C@@H](C)CN([C@H](C)CO)S2(=O)=O
  TcdB GH inh: -0.3
COc1cccc(CN2CCC3(CC2)CN(S(C)(=O)=O)[C@H](CO)c2[nH]c4cc(OC)ccc4c23)c1
  TcdB GH inh: 3.8
COCC(=O)N1CCCCN2[C@H](C1)[C@H](c1ccc(-c3ccccc3)cc1)[C@@H]2CO
  TcdB GH inh: 0.0
COc1ccc(CN(C)C[C@@H]2Oc3c(NC(=O)C4CC4)cccc3C(=O)N([C@@H](C)CO)C[C@H]2C)cc1
  TcdB GH inh: 0.7
CCCC#Cc1ccc([C@H]2[C@@H](CO)N(C(=O)C3CCC3)[C@H]2C#N)cc1
  TcdB GH inh: -0.8
CO[C@@H]1CN(C)C(=O)c2ccc(NC(=O)C3CCCC3)cc2OC[C@H](C)N(CCC(F)(F)F)C[C@H]1C
  TcdB GH inh: 1.8
O=C(C[C@H]1CC[C@@H](NC(=O)c2ccncc2)[C@@H](CO)O1)Nc1ccc(-c2ccccc2)cc1
  TcdB GH inh: 1.2
C[C@@H]1CCCCO[C@@H](CN(C)C(=O)Cc2ccccc2)[C@H](C)CN([C@@H](C)CO)C(=O)c2cc(NC(=O)c3ccccc3)ccc2O1
  TcdB GH inh: -0.1
Cc1noc(C)c1NC(=O)N(C)C[C@@H]1Oc2cc(C#CCC(C)C)ccc2S(=O)(=O)N([C@@H](C)CO)C[C@@H]1C
  TcdB GH inh: -0.7
COCC(=O)N1CC(=O)N2[C@@H](CO)[C@@H](c3ccc(C#Cc4cccnc4)cc3)[C@@H]2C1
  TcdB GH inh: 0.4
O=C(c1cnccn1)N1CC(=O)N2[C@H](CO)[C@H](c3ccc(C#CC4CCCC4)cc3)[C@H]2C1
  TcdB GH inh: 0.8
CN(C)CC(=O)Nc1ccc2c(c1)[C@@H]1C[C@H](CC(=O)NCc3cccc(F)c3)O[C@H](CO)[C@@H]1O2
  TcdB GH inh: 0.1
CC(=O)N1CCCCN2[C@H](CO)[C@H](c3ccc(-c4ccc(C)cc4)cc3)[C@@H]2C1
  TcdB GH inh: 0.2
O=C(C[C@H]1C=C[C@H](NC(=O)CN2CCOCC2)[C@H](CO)O1)NCCc1ccncc1
  TcdB GH inh: 1.5
C[C@H]1CN([C@@H](C)CO)C(=O)c2cc(NS(=O)(=O)c3ccccc3)ccc2O[C@H]1CN(C)C
  TcdB GH inh: -0.5
O=C([C@@H]1[C@@H](CO)[C@@H]2Cn3c(cccc3=O)[C@H]1N2Cc1cocn1)N1CCCCC1
  TcdB GH inh: 7.1
COc1ccc2c3c(n(C)c2c1)[C@@H](CO)N(S(=O)(=O)c1ccc(C)cc1)CC31CCN(Cc2cccnc2)CC1
  TcdB GH inh: -0.4
COc1ccc(S(=O)(=O)Nc2ccc3c(c2)C(=O)N([C@@H](C)CO)C[C@H](C)[C@@H](CN(C)C(=O)NC(C)C)OCCCC[C@@H](C)O3)cc1
  TcdB GH inh: 0.8
C[C@@H]1CN([C@@H](C)CO)C(=O)c2cc(/C=C/c3ccccc3)cnc2O[C@H]1CN(C)S(=O)(=O)c1ccc(F)cc1
  TcdB GH inh: 0.7
COc1ccc(-c2ccc3c(c2)O[C@@H](CN(C)Cc2cccnc2)[C@@H](C)CN([C@H](C)CO)S3(=O)=O)cc1
  TcdB GH inh: -2.4
C[C@@H]1CCCCO[C@@H](CN(C)C(=O)Nc2ccc3c(c2)OCO3)[C@H](C)CN([C@H](C)CO)C(=O)c2cc(NC(=O)CCC(F)(F)F)ccc2O1
  TcdB GH inh: -0.1
COc1ccc(S(=O)(=O)Nc2ccc3c(c2)CC(=O)N([C@@H](C)CO)C[C@H](C)[C@@H](CN(C)C(=O)NC2CCCCC2)O3)cc1
  TcdB GH inh: 1.3
C[C@@H]1CN([C@H](C)CO)C(=O)Cc2cc(NC(=O)CCN3CCOCC3)ccc2O[C@H]1CN(C)Cc1ccc2c(c1)OCO2
  TcdB GH inh: -12
C[C@H](CO)N1C[C@H](C)[C@@H](CN(C)Cc2ccccc2)Oc2cc(Br)ccc2S1(=O)=O
  TcdB GH inh: -0.1
CC(C)NC(=O)Nc1ccc2c(c1)C(=O)N([C@H](C)CO)C[C@H](C)[C@H](CN(C)C(=O)Cc1ccccc1)OCCCC[C@@H](C)O2
  TcdB GH inh: 0.7

# Filtered by structure: the compounds so far containing a CF3 group.
C[C@H](CO)N1C[C@H](C)[C@H](CN(C)Cc2cccc(C(F)(F)F)c2)Oc2ncc(C#CCN(C)C)cc2C1=O
  TcdB GH inh: -0.3
C[C@@H]1CCCCO[C@H](CN(C)Cc2ccc(C(F)(F)F)cc2)[C@H](C)CN([C@@H](C)CO)C(=O)c2cc(NC(=O)c3ccccc3)ccc2O1
  TcdB GH inh: 0.1
CO[C@H]1CN(C)C(=O)c2ccc(NS(=O)(=O)CC(F)(F)F)cc2OC[C@@H](C)N(CC2CCCCC2)C[C@H]1C
  TcdB GH inh: -0.2
Cc1ccc(S(=O)(=O)Nc2cccc3c2O[C@H](CN(C)C(=O)Nc2ccc(C(F)(F)F)cc2)[C@@H](C)CN([C@@H](C)CO)C3=O)cc1
  TcdB GH inh: -3.8
COCC(=O)Nc1ccc2c(c1)C(=O)N(C)[C@H]1CC[C@@H](CC(=O)NCC(F)(F)F)O[C@H]1CO2
  TcdB GH inh: 0.3
CO[C@@H]1CN(C)C(=O)c2ccc(NC(=O)C3CCCC3)cc2OC[C@H](C)N(CCC(F)(F)F)C[C@H]1C
  TcdB GH inh: 1.8
C[C@@H]1CCCCO[C@@H](CN(C)C(=O)Nc2ccc3c(c2)OCO3)[C@H](C)CN([C@H](C)CO)C(=O)c2cc(NC(=O)CCC(F)(F)F)ccc2O1
  TcdB GH inh: -0.1

# The listing continues:
CCCC#Cc1cnc2c(c1)C(=O)N([C@H](C)CO)C[C@H](C)[C@H](CN(C)C(=O)C1CCC1)O2
  TcdB GH inh: 1.8
CC(=O)NC[C@H]1[C@@H](c2ccc(C#C[C@@H](C)O)cc2)[C@@H](CO)N1Cc1ccccn1
  TcdB GH inh: 1.0
CCNC(=O)C[C@@H]1CC[C@@H](NS(=O)(=O)c2ccc(F)cc2)[C@H](CO)O1
  TcdB GH inh: 1.1
O=C(NCCN1CCCCC1)[C@H]1N[C@H]2c3ccc(-c4ccncc4)c(=O)n3C[C@H]2[C@@H]1CO
  TcdB GH inh: 0.0
CCCNC(=O)N1CC2(CCN(C(C)=O)CC2)c2c(n(C)c3cc(OC)ccc23)[C@H]1CO
  TcdB GH inh: 0.4
CO[C@H](C(=O)N(C)C[C@H]1OCc2ccccc2-c2ccccc2C(=O)N([C@@H](C)CO)C[C@@H]1C)c1ccccc1
  TcdB GH inh: 1.5
O=C(C[C@@H]1CC[C@@H](NC(=O)Cc2cccnc2)[C@@H](CO)O1)Nc1ccc(-c2ccccc2)cc1
  TcdB GH inh: 1.0
CN1CCN(C(=O)C[C@H]2C=C[C@H](NC(=O)c3ccc4c(c3)OCO4)[C@@H](CO)O2)CC1
  TcdB GH inh: -0.2
COc1ccc(S(=O)(=O)N(C)C[C@H]2Oc3ccc(NC(=O)C4CCCCC4)cc3CC(=O)N([C@@H](C)CO)C[C@H]2C)cc1
  TcdB GH inh: 1.7
CC(C)NC(=O)Nc1ccc2c(c1)C(=O)N([C@H](C)CO)C[C@H](C)[C@H](CN(C)Cc1ccc(C(=O)O)cc1)O2
  TcdB GH inh: 0.2
C[C@H](CO)N1C[C@H](C)[C@@H](CN(C)S(=O)(=O)c2ccccc2)Oc2c(NC(=O)Nc3cccc4ccccc34)cccc2C1=O
  TcdB GH inh: -0.7
COc1ccc(OC(=O)N(C)C[C@@H]2OCc3ccccc3-c3c(n(C)c4ccccc34)C(=O)N([C@@H](C)CO)C[C@H]2C)cc1
  TcdB GH inh: -0.5
COc1cccc(NC(=O)N(C)C[C@@H]2Oc3cc(-c4cccc(C(=O)N(C)C)c4)ccc3S(=O)(=O)N([C@@H](C)CO)C[C@H]2C)c1
  TcdB GH inh: -4.0
CCN1CC(=O)N2[C@@H](CO)[C@H](c3ccc(Br)cc3)[C@@H]2C1
  TcdB GH inh: -0.6
